Source: PubChem BioAssay (several laboratories)
Anthrax LF inh2 – Bacillus anthracis LF protease inhibitors, primary screen, biochemical, multiplex microsphere, MLPCN library | multiplex microsphere protease cleavage assay | inhibition, % at 10 µM | AID 588501, 2011 | Lethal factor (Bacillus anthracis), P15917 | 360,000 tested, 0.12% active; in the data active = inhibition above about 30%; inconclusive = no clear call, values can overlap the other calls; also: plate controls were buffer without enzyme for full effect and enzyme alone for no effect
PriA SSB inh – inhibitors of Klebsiella pneumoniae PriA binding to SSB C-terminal tail, primary screen, biochemical, AlphaScreen; 430,000 tested, 0.6% active; inhibition, % at 33 µM; AlphaScreen SSBct-PriA binding, biotinylated peptide; PriA–SSB C-terminal tail interaction (Klebsiella pneumoniae); in the data active = inhibition mostly above about 37%, no sharp cut-off; inactive = mostly below about 20%;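 also: plate controls were negative control peptide for no effect and reference peptide for full effect; strong numbers were not always called active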
Vc quorum ag – inducers of Vibrio cholerae quorum light production without autoinducers, primary screen, BH1578 luxS cqsA deficient, single point; activation, % at 18.7 µM; V. cholerae BH1578 lux reporter, luminescence, 6 h; AID 588436, 2011; 350,000 tested, 0.16% active; in the data active = activation mostly above about 9.7%, no sharp cut-off; inconclusive = no clear call, values can overlap the other calls; inactive = mostly below about 3.7%; also: not every result past the cut was called active; inactives centre near 0; reference of the scale not given here
TcdB inh – TcdB glycohydrolase inhibitors, primary screen, biochemical, single point, plate reader | TcdB glycohydrolase enzymatic assay | inhibition, % at 9.99 µM | 350,000 tested, 0.24% active | AID 652162, 2013; in the data active = inhibition above about 10%
DUSP3 inh – VHR1 phosphatase inhibitors, primary screen, biochemical, absorbance, uHTS; Dual specificity protein phosphatase 3 (Homo sapiens), P51452; recombinant VHR phosphatase, pNPP absorbance; inhibition, % at 13.3 µM; 290,000 tested, 0.52% active; in the data active = inhibition above about 50%; also: some compounds called inactive have numbers as strong as hits
Target sequence (P51452 whole entry, looked up): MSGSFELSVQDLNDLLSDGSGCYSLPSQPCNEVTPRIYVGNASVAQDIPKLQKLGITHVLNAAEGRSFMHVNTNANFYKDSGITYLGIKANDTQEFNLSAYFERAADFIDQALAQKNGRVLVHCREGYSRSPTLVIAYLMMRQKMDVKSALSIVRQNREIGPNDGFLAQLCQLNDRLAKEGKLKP
Yp Topo-I inh – Yersinia pestis topoisomerase I inhibitors, primary screen, biochemical, cleavage product accumulation, plate reader, single point; DNA topoisomerase I (Yersinia pestis CO92); 360,000 tested, 0.064% active; Y. pestis Topo-I cleavage product accumulation; activity, % at 10 µM; in the data active = activity above about 50%, passing the limit was not always enough; inconclusive = no clear call, values can overlap the other calls; also: inactives centre near 2
MazEF act – activators of E. coli MazEF toxin-antitoxin RNase, primary screen, biochemical, fluorescence, uHTS. Endoribonuclease toxin MazF (Escherichia coli (strain K12)), P0AE70. FAM/BHQ RNA-DNA oligo cleavage fluorescence, 5 h. activation, % at 20 µM. 350,000 tested, 0.32% active. AID 504720, 2011; in the data active = activation above about 50%
Target sequence (P0AE70 whole entry, looked up): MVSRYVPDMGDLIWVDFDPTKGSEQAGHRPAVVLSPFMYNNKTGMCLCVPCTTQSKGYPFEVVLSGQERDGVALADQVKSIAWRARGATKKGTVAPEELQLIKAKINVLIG
PfHsp40 yeast – rescue of yeast from PfHsp40 toxicity, primary screen, S. cerevisiae, ATP luminescence | S. cerevisiae expressing PfHsp40, growth rescue | 340,000 tested, 0.68% active | AID 504582, 2011 | growth rescue, % at 12.5 µM; in the data active = growth rescue above about 28%, passing the limit was not always enough; inconclusive = no clear call, values can overlap the other calls;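 also: yeast W303a lacking pdr1 and pdr3 grown in galactose medium; growth measured after three days at 30 °C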
Rv3671c inh – Rv3671c serine protease inhibitors, primary screen, biochemical, fluorescence polarization, M. tuberculosis H37Rv. inhibition, % at 5.96 µM. P9WHR9. AID 2606, 2010. 320,000 tested, 0.048% active; in the data active = inhibition above about 38%;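 also: extracellular domain of Rv3671c used as enzyme; 0% = enzyme with DMSO and 100% = no enzyme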
Target sequence (P9WHR9 whole entry, looked up, the tested form may be a part): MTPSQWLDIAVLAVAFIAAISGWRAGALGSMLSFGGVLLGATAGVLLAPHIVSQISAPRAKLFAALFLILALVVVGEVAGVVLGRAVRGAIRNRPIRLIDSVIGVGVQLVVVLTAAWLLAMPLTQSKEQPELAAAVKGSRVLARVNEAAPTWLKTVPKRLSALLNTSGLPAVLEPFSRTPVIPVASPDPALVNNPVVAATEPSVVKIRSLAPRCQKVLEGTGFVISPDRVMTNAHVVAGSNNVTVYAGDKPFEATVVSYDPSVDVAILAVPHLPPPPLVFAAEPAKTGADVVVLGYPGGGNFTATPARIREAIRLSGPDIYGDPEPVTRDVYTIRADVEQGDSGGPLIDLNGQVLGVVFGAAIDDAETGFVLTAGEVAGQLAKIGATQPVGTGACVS
3CLpro inhibitor – SARS-CoV 3CLpro protease inhibitors, primary screen, biochemical, quenched FRET; Replicase polyprotein 1ab (Severe acute respiratory syndrome coronavirus), P0C6X7; recombinant SARS-CoV 3CLpro, quenched FRET peptide cleavage; inhibition, % at 6 µM; 290,000 tested, 0.14% active; AID 1706, 2009; in the data active = inhibition above about 12%
Active calls of the source: *; i = inactive; ? = inconclusive; nt = no result given; & = joins results of further samples. Not all compounds are listed; rates above refer to the full screens.

The line under a structure holds: Anthrax LF inh2, PriA SSB inh, Vc quorum ag, TcdB inh, DUSP3 inh, Yp Topo-I inh, MazEF act, PfHsp40 yeast, Rv3671c inh, 3CLpro inhibitor
> COc1ccc(NC(=O)CCC(=O)N(Cc2ccc(OC)c(OC)c2)c2nccs2)cc1
  1, 2, 4.9, nt, 13, 11, 5, -1.2, 9, 5
> COc1ccc(N(Cc2nnc3n2CCCCC3)C(=O)Nc2ccccc2)cc1
  5, 2, -0.2, 2.7, -11, 4, -2, 0.0, 3, 4
> Cc1ccc(CNS(=O)(=O)c2c(C(=O)N3CCCCCC3)c(C)n(C)c2C)cc1
  5, 2, -0.2, 4.0, 13, 3, 8, 0.3, 9, 0
> Cn1c(=O)[nH]c(=O)c2c1nc(N1CCCCC1)n2CC(O)COc1ccccc1 (stereo not given)
  4, -11, i, 1.8, 5, 5, -23, 0.0, 7, -2
> Cc1coc2cc3oc(=O)c(CCC(=O)NCCN4CCOCC4)c(C)c3cc12
  -4, 2, -0.3, 0.8, 8, -3, 3, -0.4, -1, 1
> O=C(COc1ccc(Cl)cc1)N1CCN(Cc2ccc3c(c2)OCO3)CC1
  -3&-1, 1, i, 2.7&-0.1, -4, 19&29, 2&-13, -0.5&-0.3, -13&6, 3
> CCCC(C)(C)C(=O)N1CCC1(C)C(=O)NS(=O)(=O)c1ccc(Cl)cc1 (stereo not given)
  -1, nt, 0.1, -2.6, nt, 4, nt, nt, nt, nt
> C/C(=N/NC(=O)c1ccc(Cl)s1)c1cccnc1
  -2, nt, i, -0.4, 10, 1, 6, -0.3, -13, -5
> CCOc1ncccc1C(=O)NCc1ccccc1F
  -3, -11, i, -1.8, 17, -8, 18, 0.0, 4, -1
> Cc1ccc(NC(=O)COC(=O)CCc2c[nH]c3ccccc23)cc1[N+](=O)[O-]
  -2, 40*, 2.9, 0.3, -5, 13, 1, 1.0, 2, 1
> CCc1ccc(OCC(=O)N/N=C(\C)c2ccc(-n3ccnc3)cc2)cc1
  0, nt, -0.3, 1.5, 18, 43, -40, 0.2, -11, 5
> O=C(NCCCN1CCOCC1)c1ccc(S(=O)(=O)N2CCOCC2)cc1
  1, 6, 2.1, nt, -4, 6, -6, -1.1, -2, 0
> COc1ccc(CNC(=O)c2ccc(Cn3cc(Cl)cn3)o2)cc1
  -3, -1, i, -0.1, 12, -1, -2, 2.1, 2, 6
> NCC1(c2ccc3c(c2)OCCO3)CCCC1
  1, -2, i, nt, 16, -5, 1, 20, 15, -1
> CCC(=O)Nc1ccc(C(=O)CSc2nnc(CNc3ccc(Cl)cc3)o2)cc1OC
  -3, 8, 5.0, nt, 25, -3, 3, 1.9, -15, -3
> Cc1ccc(Cl)cc1-c1cc(C(=O)N2CCN(c3ccncc3)CC2)[nH]n1
  -6, nt, i, 1.0, nt, -2, nt, nt, nt, nt
> CCN1CCN(c2ccc(S(=O)(=O)N3CCCCC3)cc2NC(=O)CC(NC(C)=O)c2ccccc2)CC1 (stereo not given)
  -4, 7, -0.7, 1.8, nt, -10, -2, nt, 1, nt
> CC(NC(=O)c1ccco1)C(=O)OCC(=O)N1CCCCCC1 (stereo not given)
  -6, 5, i, 2.0, nt, 4, 11, 0.1, -2, nt
> CCCn1c(N)c(N(CCOC)C(=O)COC(=O)c2ccccc2NCCO)c(=O)[nH]c1=O
  -3, -9, 1.0, 1.0, nt, -14, -5, 0.3, -6, nt
> Cn1cc(S(=O)(=O)N2CCc3ccccc32)cc1C(=O)NC(C)(C)C
  2, -12, -0.3, 1.6, 6, 2, 5, 1.6, 1, -8

The line under a structure holds: Anthrax LF inh2, PriA SSB inh, Vc quorum ag, TcdB inh, DUSP3 inh, Yp Topo-I inh, MazEF act, PfHsp40 yeast, Rv3671c inh, 3CLpro inhibitor
> CCOC(=O)C1CCCN(c2c(NCCCN(CC)c3ccccc3)c(=O)c2=O)C1 (stereo not given)
  2, 7, -0.3, nt, -5, 24, 4, 0.0, -3, -6
> O=c1[nH]c2nc(Cl)nc(Cl)c2[nH]1
  0, -7, 2.7, 0.2, nt, 3, 1, -0.7, nt, nt
> C[C@H](NC(=O)c1nc[nH]c1C(=O)N[C@@H](C)c1ccccc1)c1ccccc1
  -4, 4, i, 1.4, nt, 7, 8, -0.3, -4, nt
> O=C(COc1ncnc2c(Cl)cc(Cl)cc12)N1CCCCC1
  ?, 1, -0.3, nt, 14, 9, 7, 0.3, 2, 2
> O=C(CNC(=O)c1ccc(Cl)cc1)Nc1ccccc1C(F)(F)F
  -3, 3, -0.2, 1.0, 13, -2, 4, 1.5, -5, 3
> CCCCC(NC(=O)Cc1c(C)c2cc3c4c(oc3c(C)c2oc1=O)CCCC4)C(=O)O (stereo not given)
  0, -9, -1.8, 0.8, 52*, 12, -3, -1.0, -1, 3
> CCCOc1ccc(Cl)cc1Nc1nc(NCCO)nc(N2CCCC2)n1
  -8, 11, i, -1.8, nt, 16, 10, -0.3, -2, nt
> Cc1cc(S(=O)(=O)N2CCOCC2)ccc1OCC(=O)Nc1ccc(F)cc1F
  -7, 4, -0.6, 0.2, 22, 0, 8, -0.4, 1, -2
> N#C/C(=C(/O)c1ccc2c(c1)OCO2)c1nc2cc(C(F)(F)F)ccc2s1
  -2, -6, 0.4, -0.4, -6, -3, -13, 0.6, 6, 0
> COc1ccc(NC(=S)N(CCO)Cc2ccccc2)cc1
  4, nt, i, nt, -8, 3, nt, 1.3, -5, 2
> COc1ccc(C/C(C)=N/NC(=O)c2cccnc2)cc1
  -2, nt, i, nt, -8, -8, 6, 0.8, 2, 5
> Cc1onc(-c2ccccc2)c1C(=O)N1CCCCCC1
  2, 6, -0.5, 0.7, -2, 0, 3, -0.7, -4, -4
> CS(=O)(=O)N1CCN(C(=O)c2cc(-c3ccccc3)nc3ccccc23)CC1
  -1, -8, -12, nt, 29, -10, -1, -0.9, -6, 0
> COc1cccc(NC(=O)c2ccccc2N2C(=O)C3C4C=CC(C4)C3C2=O)c1 (stereo not given)
  7, 4, i, 1.9, 4, 0, -1, -0.5, -9, 3
> O=C(OCCCN1CCCCC1)c1ccc(O)cc1
  -4, -10, -0.4, nt, -5, 1, 2, 1.7, -10, -7
> COc1ccc(CC(=O)Nc2c(C(=O)N3CCN(c4ncccn4)CC3)oc3ccccc23)cc1
  6, -5, -0.1, 1.8, 15, 36, 7, 1.8, -8, 6
> CCOC(=O)C1CCCN(c2c(NCCCN(C)Cc3ccccc3)c(=O)c2=O)C1 (stereo not given)
  -4, -13, -1.4, nt, 8, -3, -2, -0.2, 2, 5
> COc1ccc(CCN(Cc2ccccn2)C(=S)Nc2ccccc2Cl)cc1OC
  -2, -3, -1.0, 0.4, 0, 18, 6, -3.4, -8, 0
> Cc1ccc2[nH]c(=O)cc(C(=O)OCC(=O)c3ccccc3)c2c1
  1, -12, -5.1, nt, 2, 27, 0, -0.6, -8, 4
> CCCc1c(C)[nH]c2ccc(NC(C)=O)cc2c1=O
  -3, -1, -6.2, nt, 5, 2, 1, 0.2, -5, 3

The line under a structure holds: Anthrax LF inh2, PriA SSB inh, Vc quorum ag, TcdB inh, DUSP3 inh, Yp Topo-I inh, MazEF act, PfHsp40 yeast, Rv3671c inh, 3CLpro inhibitor
> O=C(CN(C(=O)CSc1nc2ccccc2o1)c1ccccc1F)NC1CCCCC1
  0, -17, 1.1, 0.2, 21, -2, -8, -0.4, 0, 3
> O=C(NCc1ccccc1Cl)C1CCN(S(=O)(=O)c2cccs2)CC1
  -1, -8, -0.9, -0.2, 15, 0, -9, 1.4, -6, 3
> COCCN1C(=O)C(O)=C(C(C)=O)C1c1ccc(F)cc1 (stereo not given)
  3, -26, -0.6, nt, 6, 9, 4, 0.0, 0, -2
> Cc1cc(N(CC(=O)NC(C)C)S(C)(=O)=O)ccc1Br
  1, -15, -0.3, 1.1, 7, -9, 2, 1.3, -1, 2
> CCCC(C(=O)NC1CCCC1)N(CC1CCCO1)C(=O)c1snc(C(N)=O)c1N (stereo not given)
  -2, 0, i, nt, -11, -7, -2, 0.3, 3, 6
> O=C(NNC(=S)NC(=O)c1cccnc1)c1ccc(Cl)cc1
  -8, -9, -0.3, nt, 5, 5, 7, 0.4, 2, -2
> Cc1nn(C)c(N)c1C(O)(c1nccn1C)C(F)(F)F (stereo not given)
  -2, -19, nt, nt, 22, 6, 6, -1.4, -8, -2
> O=C(c1cc(COc2ccc3ncccc3c2)on1)N1CCCCCC1
  1, 3, -0.5, nt, 18, 23, -12, -0.2, 1, 1
> O=C(NCC(=O)N1CCN(Cc2ccccc2)CC1)c1ccccc1Cl
  0, nt, -4.5, -0.5, nt, 3, 6, nt, nt, nt
> CCOc1ncccc1C(=O)OCC(=O)Nc1cc(C)ccc1C
  -4, -8, -0.2, nt, 17, -1, -11, -0.5, 8, 2
> O=C1CC2(CCN(C(=O)c3ccccc3[N+](=O)[O-])CC2)Oc2ccccc21
  -2, -11, i, 1.3, nt, 6, 3, 1.5, 11, nt
> Cc1ccc(-c2cc(-c3ccc(C)cc3)[n+](-c3ccccc3)c(-c3ccc(C)cc3)c2)cc1
  -1, 2, -4.0, nt, nt, 35, 26, 229*, -7, nt
> O=C(Nc1sccc1C(=O)N1CCOCC1)c1cccnc1
  0, -5, -0.6, 0.1, 10, 7, 6, -0.9, -1, 2
> COc1ccc(CCC(=O)OCC(=O)c2c(N)n(CC(C)C)c(=O)n(C)c2=O)cc1
  -2, 0, -0.1, -1.2, 24, 23, -9, 2.0, -2, 1
> O=C(Nc1nncs1)C12CC3CC(CC(C3)C1)C2
  -25, 2, i, -7.8, nt, 1, 0, 0.6, -3, 1
> CN1CCN(CCC(=O)N/N=C/c2cc3c(cc2[N+](=O)[O-])OCO3)CC1
  1, nt, -0.8, 2.8, 6, 6, 3, 0.1, -6, -4
> COc1ccccc1OCc1ccc(C(=O)NC(C)c2ccccc2)o1 (stereo not given)
  5, -2, i, 0.8, -10, 2, -12, 0.1, -2, 2
> COc1cc(C(=O)OC(C)C(=O)NC2CCCCC2C)c([N+](=O)[O-])cc1OC (stereo not given)
  nt, 4, i, 2.3, nt, 6, 0, 0.8, -17, nt
